MIN6 prolif = MIN6 beta-cell proliferation induction; AID 2380; MIN6 cells proliferation, ATPlite luminescence, 48 h; cells starved in 0.2% serum; 100% = growth in 10% serum; actives 0.29% (n = 330,000); proliferation, % at 10 µM;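 active = compounds whose signal lies at least 3.5 SD above the mean of all wells on their plate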;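 note: 0% = DMSO-treated cells in low-serum medium and 100% = 10% serum control; some compounds called inactive have numbers as strong as hits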
NALP3 yeast inh = NALP3 inhibition in yeast; Yeast reconstituted NLRP3/ASC/caspase-1, beta-gal luminescence, 24 h; inhibition, % at 10 µM; actives 0.39% (n = 330,000); AID 2825;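 active = inhibition of 50% or more; inactive = inhibition below 50%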;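 note: plate controls were induced DMSO wells for no effect and uninduced yeast grown without galactose for full effect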
tim23-1 inh = inhibits growth of tim23-1 mutant yeast; S. cerevisiae tim23-1 growth, BacTiter-Glo luminescence, 24 h; inhibition, % at 20 µM; actives 1.3% (n = 330,000); AID 463212;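 active = growth inhibition of the mutant yeast at or above 50%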;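 note: temperature-sensitive mutant grown at 25 °C; plate controls were DMSO-treated mutant yeast for no effect and medium wells lacking yeast for full effect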
MPTP block = permeability transition pore inhibition; isolated mouse mitochondria, Ca2+ swelling absorbance, 30 min; inhibition, % at 10 µM; actives 1.4% (n = 360,000);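 active = inhibition of 50% or more, scaled per plate between neutral and stimulator controls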;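 note: 0% = DMSO wells given calcium and 100% = 1 mM EGTA wells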
APJ antag = APJ receptor antagonism. AID 2521. inhibition, % at 20 µM. CHO-K1 APJ beta-arrestin complementation, luminescence. actives 0.32% (n = 330,000);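 active = inhibition above about 40% at 20 µM, limit read from the data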;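 note: cells challenged with 10 nM apelin-13 agonist together with compound; plate controls were apelin-13 plus DMSO wells for no effect and DMSO wells lacking apelin-13 for full effect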
Target sequence (P35414 whole entry, looked up): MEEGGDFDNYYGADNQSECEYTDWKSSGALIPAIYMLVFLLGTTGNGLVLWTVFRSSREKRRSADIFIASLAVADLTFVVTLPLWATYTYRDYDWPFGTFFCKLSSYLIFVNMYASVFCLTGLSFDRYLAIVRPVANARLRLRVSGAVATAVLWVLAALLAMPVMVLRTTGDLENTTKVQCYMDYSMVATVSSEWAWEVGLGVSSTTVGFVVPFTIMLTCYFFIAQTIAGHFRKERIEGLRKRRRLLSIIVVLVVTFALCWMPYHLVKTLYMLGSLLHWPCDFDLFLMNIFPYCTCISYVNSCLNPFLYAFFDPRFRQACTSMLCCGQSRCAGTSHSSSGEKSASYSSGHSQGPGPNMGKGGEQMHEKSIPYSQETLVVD
TIM10 inh = TIM10 yeast growth inhibition; inhibition, % at 10 µM; S. cerevisiae TIM10 strain growth, BacTiter-Glo luminescence, 24 h; actives 1.4% (n = 330,000);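 active = inhibition of 40% or more at the single tested concentration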;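 note: wild-type TIM10 isogenic control strain grown at permissive 25 °C; 0% = DMSO yeast wells and 100% = minimal medium wells without yeast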
APJ agonist = APJ receptor agonism | P35414 | AID 2520 | activation, % at 20 µM | actives 0.11% (n = 330,000) | CHO-K1 APJ PathHunter beta-arrestin, luminescence; 0% DMSO wells, 100% apelin;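 active = activation more than six SD over the plate average, tested at 20 µM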;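 note: 0% = DMSO alone and 100% = apelin-13 at 10 nM; some results filed as inactive read as strong as hits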
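Incubation: overnight seeding, 90 min compound at 25 °C, 1 h detection; test system: PathHunter CHO-K1 APJ (AGTRL-1) beta-arrestin reporter cells; amount: 1000 cells/well; doses: one dose, 20 µM compound, 1% DMSO; measured by: beta-gal luminescence; measure: agonist-driven arrestin binding to APJ; benchmarks: negative DMSO alone, positive Apelin-13 at 10 nM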
GRIN3A LBD mod = NR3A (human) ligand-binding domain modulation | NR3A LBD differential scanning fluorimetry, Tm shift; 0% = protein alone, 100% = glycine-bound protein | Tm shift relative to glycine control, % at 25 µM | actives 2.5% (n = 340,000) | AID 1259313;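 active = melting temperature shift of at least 10% of the positive control shift, at one fixed dose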
tim10-1 inh = inhibits growth of tim10-1 mutant yeast | inhibition, % at 20 µM | S. cerevisiae tim10-1 ts strain growth, BacTiter-Glo, 24 h | actives 2.2% (n = 330,000) | AID 463190;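 active = inhibition of at least 40%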;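 note: mutant grown at 25 °C; 0% = DMSO wells with yeast and 100% = wells holding no yeast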
The depositor's hits bear a star; nt = not tested or not shown.

SMILES	MIN6 prolif	NALP3 yeast inh	tim23-1 inh	MPTP block	APJ antag	TIM10 inh	APJ agonist	GRIN3A LBD mod	tim10-1 inh
CN(c1ccc(Br)cc1)S(=O)(=O)c1ccc2[nH]cc(C(=O)NCCN3CCOCC3)c(=O)c2c1	-2	17	-13	2.2	-41	0	7	-6	-1
Cc1ccc(N2C(=O)C3C4C=CC(CNC(=S)Nc5ccc(F)cc5)(O4)C3C2=O)cc1 (stereo not drawn)	-2	12	23	0.1	5	19	0	-4	31
CN(C)S(=O)(=O)c1cc(NC(=O)c2cc(=O)c3ccccc3o2)ccc1Cl	0	15	17	2.1	8	14	6	-11	4
Cc1ccn(C(=O)c2ccc(NC(=O)C3CCCCC3)cc2)n1	1	15	32	-0.1	18	1	-2	0	21
CCN(C(=O)Cc1cccs1)c1nnc(-c2cc(OC)c(OC)c(OC)c2)s1	-1	22	20	0.5	13	31	1	2	31
CN(C)S(=O)(=O)N1CCN(CC(=O)Nc2ccc(Br)cc2)CC1	-2	2	13	2.6	-35	-15	3	-4	6
COc1c(Cl)cnn(-c2ccccc2)c1=O	-2	2	-3	-0.1	-6	15	-2	2	3
CCOC(=O)CCCSc1nc2sc3c(c2c(=O)[nH]1)CCC3	0	-10	9	1.0	0	2	1	3	20
CCCCNC(=O)NNC(=O)c1ccoc1C	1	15	4	-0.2	-1	-5	2	-2	-24
CCNC(=O)CN(CCc1ccccc1)S(=O)(=O)c1ccc(OC)cc1	0	16	30	-1.4	6	-5	-5	1	26
COc1ccc(C)cc1-n1nnnc1SCc1nc2ccccc2c(=O)[nH]1	-1	5	1	0.4	15	-5	-4	0	9
[O-]/C(=C(\C(=S)Nc1ccc(SC(F)F)cc1)[n+]1ccccc1)c1ccc(Cl)cc1Cl	-4	11	26	0.6	-11	11	-5	-2	20
COc1ccc(C2=NOC(Cn3nc(-c4ccccc4)cc3C(=O)NCc3cccc(C(F)(F)F)c3)C2)cc1 (stereo not drawn)	-3	8	-18	1.6	-8	-21	-1	-1	4
CC(=O)Nc1cccc(OCC(=O)NC(C)c2ccc3ccccc3c2)c1 (stereo not drawn)	-4	9	12	0.6	-3	18	-1	3	-11
Cc1oc(-c2ccccc2)nc1CS(=O)CC(=O)NC1CCCC1 (stereo not drawn)	-2	-9	5	-1.9	-1	2	-2	-1	2
COc1ccc(C(=O)NC2CCSc3ccccc32)cc1 (stereo not drawn)	5	33	8	1.0	-5	-21	-3	-22	-21
CC1CCCCC1NC(=O)CSc1nnc(COc2ccccc2Cl)o1 (stereo not drawn)	-4	2	11	-2.0	-7	25	-4	0	20
COc1ccc(N2CCN(CCCNC(=O)CN3CCN(Cc4ccccc4C)C3=O)CC2)cc1	-5	1	11	-0.4	-12	-1	2	-2	6
CN(C)S(=O)(=O)c1ccc(Cl)c(C(=O)NNC(=O)Cc2nc3ccccc3n2C)c1	-4	10	-1	0.0	1	-12	-3	-2	6
CCOC(=O)C1CCCN(CCC(=O)Nc2cc(C)cc(C)c2)C1 (stereo not drawn)	2	20	2	0.1	5	-21	-3	-1	-48
COc1ccccc1C(OC(=O)c1ccco1)C(=O)NC(C)(C)C (stereo not drawn)	0	-1	14	2.6	0	22	-1	0	16
CCC(=O)N(Cc1ccco1)Cc1cc2cccc(C)c2n2nnnc12	-1	24	-3	1.1	4	2	0	-1	-4
Cc1ccccc1CNC(=O)C(=O)NCC1OCCCN1S(=O)(=O)c1cccs1 (stereo not drawn)	2	5	9	-0.4	4	13	2	0	-1
O=C(NCc1ccco1)C1CCN(S(=O)(=O)c2ccccc2C(F)(F)F)CC1	-4	7	18	-1.3	7	2	-2	0	18
CCN1CCN(CCOc2ccc(Cl)cc2)CC1	-2	14	-10	0.6	-9	8	-2	1	-10

Continuation:
Results follow in this order: MIN6 prolif | NALP3 yeast inh | tim23-1 inh | MPTP block | APJ antag | TIM10 inh | APJ agonist | GRIN3A LBD mod | tim10-1 inh
CC(=O)Nc1ccc(S(=O)(=O)N(C)CC(=O)OC(C)C(=O)N(C)C2CCCCC2)cc1 (stereo not drawn)
    3 | 18 | -17 | 0.0 | 25 | 3 | -5 | -2 | -2
O=[N+]([O-])C(=c1ccc2c(c1)N1C3=C(CCCC3)CC3CCCCC31N=2)[N+](=O)[O-] (stereo not drawn)
    -4 | 16 | 26 | nt | -3 | 20 | 5 | nt | 20
Cc1ccc(/C=N/NC(=O)Cn2nc(C)c(Br)c2C)o1
    -1 | 8 | 11 | 3.2 | 11 | 20 | -3 | 1 | 13
CN(C)c1ccc(CNC(=O)CCS(=O)(=O)c2ccc3c(c2)oc(=O)n3C)cc1
    3 | 10 | 0 | 1.0 | 17 | -6 | -3 | 4 | 4
CCOc1ccc(N(CC(=O)Nc2cccc(OC)c2)S(=O)(=O)c2c(C)noc2C)cc1
    1 | 13 | 33 | -0.6 | -5 | 18 | -1 | -4 | 27
O=S(=O)(c1cccc(F)c1)N1CCN(c2ncnc3scc(-c4ccc(F)cc4)c23)CC1
    -3 | 20 | 30 | 0.2 | 6 | -1 | -4 | -2 | 17
COc1ccc(-n2nc(C)c3onc(C)c3c2=O)cc1
    -2 | 22 | -2 | 1.2 | 14 | 31 | 2 | 0 | 3
O=C(c1ccco1)N1CCN(c2nc(-c3ccc(F)cc3)cs2)CC1
    -1 | 10 | 82* | 0.0 | 1 | 44* | -2 | 1 | 32
COC(=O)c1ccc(OCc2cc(=O)n3ccsc3n2)cc1
    0 | 0 | -3 | -1.1 | -5 | -8 | -1 | -6 | -12
COc1ccc(N(C(=O)CNC(=O)c2ccco2)C(C(=O)NCC2CCCO2)c2ccccc2)cc1OC (stereo not drawn)
    -1 | 4 | 7 | -1.0 | 2 | 2 | 0 | 0 | 0
O=C1CC(N2CCN(C/C=C/c3ccccc3)CC2)C(=O)N1Cc1cccs1 (stereo not drawn)
    -2 | 12 | -2 | -0.2 | -13 | -5 | -2 | 0 | 7
Cc1ccc2nc3c(nc2c1C)CCCC3
    -1 | 3 | 18 | 0.4 | 8 | -15 | 0 | -1 | 13
CCN(C(=O)c1cc(Cl)ccc1OC)c1ccccc1
    -2 | -1 | 14 | 0.5 | -1 | 10 | -3 | 3 | 18
COC(=O)[C@H](CCSC)NC(=O)c1cc2c(cn1)[nH]c1ccccc12
    -5 | -6 | 27 | -0.9 | 11 | 15 | -2 | -1 | 20
COc1cccc(CNC(=O)COC(=O)c2cc(Br)c(Br)s2)c1
    -1 | 10 | 17 | -2.6 | -26 | 3 | -2 | 1 | 32
C[C@]12c3[nH]c4cc(-c5ccco5)ccc4c3CCN1C(=O)[C@@H](CC(=O)NCCCn1ccnc1)C[C@@H]2C(=O)N1CCOCC1
    nt | nt | 24 | -1.0 | nt | 1 | nt | -3 | 2
COc1ccc(Oc2nnc(-c3ccccc3)cc2C#N)cc1
    -2 | -1 | -14 | 0.8 | -2 | -12 | 0 | 1 | -6
Oc1oc(-c2ccccc2Br)nc1C=Nc1ccc(Br)cn1
    -3 | 25 | 17 | 25 | 10 | 2 | -2 | 4 | 22
O=C(Cc1ccc(S(=O)(=O)N2CCOCC2)s1)NCCOc1ccccc1F
    6 | -18 | 9 | -0.6 | 15 | 6 | 2 | -2 | 6
O=C(c1ccccc1Oc1ccccc1)N1CCN(c2ccccc2)CC1
    -3 | 11 | 11 | -1.3 | 10 | -13 | -5 | -3 | 29

One compound at a time, from the list above:
COc1ccc(C(=O)NC2CCSc3ccccc32)cc1 (stereo not drawn) is entered as MIN6 prolif: 5; NALP3 yeast inh: 33; tim23-1 inh: 8; MPTP block: 1.0; APJ antag: -5; TIM10 inh: -21; APJ agonist: -3; GRIN3A LBD mod: -22; tim10-1 inh: -21
O=C1CC(N2CCN(C/C=C/c3ccccc3)CC2)C(=O)N1Cc1cccs1 (stereo not drawn) is entered as MIN6 prolif: -2; NALP3 yeast inh: 12; tim23-1 inh: -2; MPTP block: -0.2; APJ antag: -13; TIM10 inh: -5; APJ agonist: -2; GRIN3A LBD mod: 0; tim10-1 inh: 7
O=S(=O)(c1cccc(F)c1)N1CCN(c2ncnc3scc(-c4ccc(F)cc4)c23)CC1 is entered as MIN6 prolif: -3; NALP3 yeast inh: 20; tim23-1 inh: 30; MPTP block: 0.2; APJ antag: 6; TIM10 inh: -1; APJ agonist: -4; GRIN3A LBD mod: -2; tim10-1 inh: 17

Among those listed so far, 2 contain a CF3 group:
Results follow in this order: MIN6 prolif | NALP3 yeast inh | tim23-1 inh | MPTP block | APJ antag | TIM10 inh | APJ agonist | GRIN3A LBD mod | tim10-1 inh
COc1ccc(C2=NOC(Cn3nc(-c4ccccc4)cc3C(=O)NCc3cccc(C(F)(F)F)c3)C2)cc1 (stereo not drawn)
    -3 | 8 | -18 | 1.6 | -8 | -21 | -1 | -1 | 4
O=C(NCc1ccco1)C1CCN(S(=O)(=O)c2ccccc2C(F)(F)F)CC1
    -4 | 7 | 18 | -1.3 | 7 | 2 | -2 | 0 | 18

More results.
Results follow in this order: MIN6 prolif | NALP3 yeast inh | tim23-1 inh | MPTP block | APJ antag | TIM10 inh | APJ agonist | GRIN3A LBD mod | tim10-1 inh
N/C(=N\OC(=O)CCC1CCCC1)c1ccc(Br)cc1
    -3 | -11 | 66* | 1.2 | -27 | 83* | 7 | 1 | 68*
CCOC(=O)c1cc(NC(=O)c2cnccn2)cc(C(=O)OCC)c1
    4 | 3 | 4 | -1.9 | -8 | -5 | 0 | 1 | 10
COc1cccc(NC(=O)COC(=O)COc2ccccc2[N+](=O)[O-])c1
    -2 | 21 | 2 | 0.8 | -33 | -13 | -1 | 1 | -5
CSc1cccc(NC(=O)c2cc(S(=O)(=O)N3CCCC3)cn2C)c1
    2 | 1 | -4 | 0.9 | -4 | -13 | -1 | 1 | -9
COc1ccc(S(=O)(=O)N2CCN(c3cnccn3)CC2)cc1
    1 | 7 | 25 | -0.2 | 6 | 5 | 0 | 1 | 19
Cc1ccccc1NC(=O)N1CCN(S(=O)(=O)c2ccccc2)CC1
    -2 | 3 | -6 | -2.5 | -2 | -2 | -1 | 2 | -8
COC(=O)COc1ccc(-c2nccc(-c3ccc(Br)cc3)n2)cc1
    -3 | -1 | 22 | 0.5 | 12 | 8 | -3 | -15 | -13
COc1ccc(NC(=O)CCS(=O)(=O)c2cc3c(cc2C)NC(=O)CO3)cc1
    0 | 12 | 1 | -0.8 | 12 | -14 | -1 | -1 | 2
COC(=O)c1ccc(COc2ccc(-c3nnn(CC(=O)NC(C)(C)C)n3)cc2)cc1
    0 | -13 | -2 | 0.5 | -10 | 11 | -2 | 0 | 12
O=C(N/N=C(\CC(=O)c1cccs1)C(F)(F)F)c1ccncc1
    1 | 23 | 21 | 9.7 | 20 | 20 | -6 | -1 | 20
COc1ccc(/C=C/C(=O)NC(=S)Nc2ccc(S(N)(=O)=O)cc2)cc1
    -1 | -1 | 0 | 1.5 | 20 | -16 | -3 | 2 | 3
COc1ccc(C(=O)CN2C(=O)C(C)(C)Oc3ccc(C(=O)N4CCCCCC4)cc32)cc1
    -3 | 3 | -13 | -1.2 | -9 | 18 | -2 | 0 | 34
CNC(=O)c1cc2c(cn1)[nH]c1ccccc12
    -3 | 13 | 18 | -1.5 | -7 | 20 | 9 | -44 | -6
O=C(/C=C/c1ccco1)OCC(=O)N1CCCCC1
    -5 | 8 | 2 | 1.0 | 7 | -14 | -4 | 0 | -5
O=C(NN=C1CCCC1)c1ccc(O)cc1O
    -1 | 12 | 5 | -0.3 | -20 | 1 | 6 | -2 | 7
